# CHT allo act: human CHT allosteric activation | Q9GZV3 | CHT-expressing cells, membrane potential dye, choline EC20; stronger effect = higher value; LV-AA mutant CHT in HEK293 cells | B-score at 10 µM | 310,000 compounds, 0.49% hits | AID 488977;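 active = initial fluorescence not abnormally high and integrated response B-score, plate-corrected, over 3 SD above library mean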
# Target sequence (Q9GZV3 whole entry, looked up): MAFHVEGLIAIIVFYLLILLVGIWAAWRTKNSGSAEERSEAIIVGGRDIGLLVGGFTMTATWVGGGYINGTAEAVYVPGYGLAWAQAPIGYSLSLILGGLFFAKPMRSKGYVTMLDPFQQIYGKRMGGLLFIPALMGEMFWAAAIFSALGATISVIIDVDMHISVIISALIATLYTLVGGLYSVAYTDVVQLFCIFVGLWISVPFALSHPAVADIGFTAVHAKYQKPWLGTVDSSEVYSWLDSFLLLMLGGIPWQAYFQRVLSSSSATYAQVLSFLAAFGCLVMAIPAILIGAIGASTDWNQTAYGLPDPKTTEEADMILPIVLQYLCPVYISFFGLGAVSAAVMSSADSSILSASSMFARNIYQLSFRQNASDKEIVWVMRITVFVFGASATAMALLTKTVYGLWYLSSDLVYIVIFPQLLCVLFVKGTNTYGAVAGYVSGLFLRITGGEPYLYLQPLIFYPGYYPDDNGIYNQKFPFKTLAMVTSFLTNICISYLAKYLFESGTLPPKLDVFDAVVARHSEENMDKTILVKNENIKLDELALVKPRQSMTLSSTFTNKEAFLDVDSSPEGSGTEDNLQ
# OX1R antag-1: human HCRTR1 antagonism; CHO/OX1R cells, Fluo-8 calcium fluorescence, orexin A; 330,000 compounds, 0.43% hits; AID 434989; O43613; inhibition, % at 5 µM;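 active = inhibition above its plate's threshold, mean inhibition of all tested compounds on the plate plus 3 SD, cut at about 37% in these data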;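 also: 0% = orexin A challenge wells and 100% = SB-334867-A antagonist wells; not every result past the cut was called active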
# Target sequence (O43613 whole entry, looked up): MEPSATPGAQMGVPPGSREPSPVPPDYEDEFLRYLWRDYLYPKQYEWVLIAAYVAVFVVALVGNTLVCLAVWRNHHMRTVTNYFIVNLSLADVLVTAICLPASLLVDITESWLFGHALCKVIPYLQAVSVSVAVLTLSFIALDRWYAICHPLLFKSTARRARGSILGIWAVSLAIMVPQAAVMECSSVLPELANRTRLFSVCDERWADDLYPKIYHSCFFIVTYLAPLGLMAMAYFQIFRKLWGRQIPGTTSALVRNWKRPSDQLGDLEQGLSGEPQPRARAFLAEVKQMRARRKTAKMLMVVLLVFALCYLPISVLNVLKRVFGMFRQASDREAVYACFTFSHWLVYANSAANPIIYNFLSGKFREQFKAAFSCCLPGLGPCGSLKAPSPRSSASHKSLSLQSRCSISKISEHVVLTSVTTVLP
# OX1R antag-2: blocks the human orexin 1 receptor; OX1R-expressing cells, FRET antagonist read-out; inhibition, % at 6.6 µM; AID 485270; 330,000 compounds, 1.8% hits; O43613; in the data active = inhibition mostly above about 38%, no sharp cut-off; inactive = mostly below about 40%;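 also: 0% = agonist challenge alone and 100% = reference antagonist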
# * marks the source's active call; other numbers are inactive results; i = inactive; x = not tested or not shown.
SMILES,CHT allo act,OX1R antag-1,OX1R antag-2
C=CCn1cnc2c(c1=O)c1nc3ccccc3nc1n2/N=C/c1cc(OC)c(OC)c(OC)c1,i,-28,31
COc1ccccc1-n1c(SCC(=O)NCC2CCCO2)nc2c([nH]c3ccccc32)c1=O (centres undefined),i,-6,14
O=C(O)c1ccc(N2CCN(Cc3ccc4c(c3)OCO4)CC2)c([N+](=O)[O-])c1,i,-21,9
Cc1ccccc1CN1CCN(Cc2cc(=O)c3ccccc3[nH]2)CC1CCO (centres undefined),i,-8,8
C=CCc1cccc(CNc2nc3ccccc3n2CC)c1O,i,-7,40
Cc1ccnc(N/C=C(/NC(=O)c2ccccc2)C(=O)NN)n1,i,-40,9
CN(C(=O)COC(=O)c1cncc(Br)c1)C1CCCCC1,x,-12,15
CCOC(=O)N1CCC(NC(=O)CC2C(=O)NCCN2Cc2ccccc2F)CC1 (centres undefined),i,-12,11
Cc1ccc2c(c1)nnn2C1CCN(C(=O)c2cccs2)CC1,i,-22,8
COC(=O)c1cc(S(=O)(=O)N2CCN(c3ccc(C(C)=O)cc3)CC2)cn1C,i,-16,18
O=c1oc2ccccc2cc1-c1nc2ccccc2o1,i,-6,24
CCN(CC)C(=O)CCn1nc(-c2ccc(C)cc2)c2ccccc2c1=O,i,-14,25
COCCOC(=O)c1c(C)oc2ccc(NS(=O)(=O)c3ccc(C)cc3)cc12,i,-27,2
COC(=O)c1ccc(NC(=O)Cn2nc(SC)n(N)c2=S)cc1,i,-8,2
C=CCNc1nc(C(=O)OCC(=O)N(Cc2ccccc2)C(C)C)cs1,x,-14,13
NS(=O)(=O)c1ccc(CCNC(=O)CCCn2ncn3c(cc4occc43)c2=O)cc1,i,1,13
O=C(COc1ccc2ccccc2c1Br)NNC(=O)Nc1ccccc1,i,-1,8
CCOC(=O)COc1ccc(C(=O)NC2CCCCC2)cc1,i,0,12
CC(C(=O)Nc1ccc2c(c1)OCO2)N1CCN(C)CC1 (centres undefined),i,-13,4
Cc1ccc(C2CC(=O)Nc3cc4c(cc32)OCO4)o1 (centres undefined),i,-13,19
NC(=O)c1ccc(Cc2ncc(C(F)(F)F)cc2Cl)s1,i,-7,9
O=C1NC2(CCCC2)N=C1c1ccc(Cl)cc1,i,-22,2
CC(C)N1CCN(Cc2ccc(Sc3nncn3C)o2)CC1CCO (centres undefined),i,-20,6
COc1ccc(CNC(=O)C2CCN(S(=O)(=O)c3cccnc3)CC2)cc1,i,-18,15
COc1ccc(SCCN2CC[C@@H](NC(=O)OCc3ccccc3)CCC2=O)cc1,x,-14,8
# More compounds
SMILES,CHT allo act,OX1R antag-1,OX1R antag-2
CCOC(=O)c1sc(=S)n(C)c1NC(=O)c1ccccc1Cl,i,-14,9
COCCOc1cc(-n2cccc2)c(Cl)cc1Cl,i,-34,36
COc1cc2c(cc1OC)CN(C(C)C(=O)Nc1ccc(NC(C)=O)cc1)CC2 (centres undefined),i,-12,7
COC(=O)c1sc(C(=O)OC)c(C(=O)OC)c1C(=O)OC,i,-12,13
Nc1nnc(SCC(=O)OCc2ccccc2)s1,i,-8,10
CCn1c2ccccc2c2cc(NC(=O)c3cc(OC)cc(OC)c3)ccc21,i,81*,85*
Cc1ccc2nc(SCC(=O)Nc3ccc4sc(C)nc4c3)c(C#N)cc2c1,i,-23,13
COc1ccc(C2SCC(=O)N2CCc2ccc(OC)c(OC)c2)cc1 (centres undefined),i,-6,7
CCc1c(C)nc2ncnn2c1NCc1cccs1,i,1,10
COc1cccc(Nc2nc(NCC3CCCO3)c3ccccc3n2)c1 (centres undefined),i,-17,10
COc1ccc(N2CCN(C(=O)CN(Cc3ccc(Cl)cc3)S(C)(=O)=O)CC2)cc1,i,-15,10
COc1ccccc1/C=C/C(=O)OCC(=O)NC1CCCCCC1,x,-11,2
O=C(Nc1ccc2nsnc2c1)N1CCCCCC1,i,-3,87*
C/C(=N\NC(=O)c1c(C)nc2ccccn12)c1cccc([N+](=O)[O-])c1,i,-9,37
O=C(CSc1ccc2ccccc2n1)N1CCC(c2noc3ccc(F)cc23)CC1,i,3,55*
CCC(=O)NCc1cc(-c2nn(C)c(=O)c3ccccc23)ccc1OC,i,-35,22
COc1ccc(/C=N/OC/C(O)=C(\C#N)c2nc3ccccc3[nH]2)cc1,i,-17,10
Cn1c(=O)c2c(nc(Br)n2Cc2nnc(N)s2)n(C)c1=O,i,-16,5
Cc1cc2c(Nc3ccc(C(=O)O)cc3)ncnc2s1,i,2,9
CCCCC(Sc1nc(C)c(Cc2ccccc2)c(=O)[nH]1)C(=O)O (centres undefined),i,-9,11
CSc1nc2c(C)c(C)c(C)c(C)c2[nH]1,i,-5,1
COc1ccc(C(=O)N2CCCCCC2)cc1OC1CCN(C(C)=O)CC1,i,0,11
O=C1N/C(=N\N=C\c2cccs2)SC1Cc1ccc(Cl)c(Cl)c1 (centres undefined),i,-6,5
CCC1CCCCN1C(=O)CCNS(=O)(=O)c1ccc2c(c1)oc(=O)n2C (centres undefined),i,2,9
CCCc1cc(=O)[nH]c(SCC(=O)NC(=O)OCC)n1,i,-5,-2
# (more compounds)
SMILES,CHT allo act,OX1R antag-1,OX1R antag-2
CC1(c2ccccc2)NC(=O)N(CC(=O)N2CCN(S(=O)(=O)c3cccs3)CC2)C1=O (centres undefined),i,-13,20
Cc1cc(C)n(-c2ccc(C(=O)Nc3cccnc3Cl)cc2)n1,i,-12,35
Nc1nc(Cl)cc(-c2ccccc2)n1,i,1,16
CCc1nnc(NC(=O)CSc2nc(-c3ccccc3)nc3ccccc23)s1,i,-7,6
Cc1cc(Br)ccc1NC(=O)CSc1nnc(CN2CCOCC2)n1C,i,-20,21
C/C(=C\C(=O)c1ccc(Br)cc1)NNC(=O)c1ccccc1,i,-30,13
Cc1ccccc1N(C(=O)CNC(=O)c1ccco1)C(C(=O)NC1CCCCC1)c1cccnc1 (centres undefined),i,-35,14
CCCCC(CCC(=O)O)(C(=O)OCC)c1csc(Nc2ccc(OCC)cc2)n1 (centres undefined),i,-3,15
CC1(C)C(C=C(Cl)Cl)C1C(=O)N(Cc1cccc(Cl)c1)C1CCS(=O)(=O)C1 (centres undefined),i,-30,31
NC(=O)NC(=O)CSc1nc(C2CCCCC2)n(-c2ccccc2)n1,i,-16,-5
Cc1cccc(N2CCN(C(=O)Cn3ccc4ccccc4c3=O)CC2)c1C,i,-19,32
Nc1c([N+](=O)[O-])c(=O)oc2ccccc12,i,-10,35
COc1cccc(NC(=O)N2CCCC2C(=O)Nc2ccc3c(c2)OCO3)c1 (centres undefined),i,6,-2
CCOC(=O)/C(=N/Nc1ccccc1)N1CCCc2ccccc21,i,-26,21
CC(C)(C)n1ncc2c(=O)n(Cc3ccc(Cl)c(Cl)c3)cnc21,i,-18,5
O=C(Nc1ccccc1C(=O)Nc1ccccc1C(=O)NCc1ccco1)c1ccco1,i,31,34
CCCCc1ccc(NC(=O)CC(C)(C)C)cc1,i,-8,8
O=C(COc1ccccc1)Nc1ccccc1N1CCN(c2ccc(F)cc2)CC1,i,-26,8
CC(C)CN(C(=O)CSc1nncn1-c1ccccc1)c1c(N)n(CC(C)C)c(=O)[nH]c1=O,i,-3,24
CCOc1ccc(S(=O)(=O)N2CCOCC2)cc1NC(=O)c1ccccc1F,i,-9,8
Cc1cccc(C(=O)Nc2ccccc2N2CCN(c3ccc(F)cc3)CC2)c1,i,-34,14
Cc1cccc(C)c1NS(=O)(=O)c1ccc2c(c1)C(=O)c1ccccc1C2=O,i,-16,5
CC(Sc1n[nH]c(N)n1)C(=O)Nc1ccc(Cl)cn1 (centres undefined),i,-23,15
CCCCn1c(N)c(N(CC(C)C)C(=O)c2cccc(S(=O)(=O)N3CCCCCC3)c2)c(=O)[nH]c1=O,i,-6,10
Cc1cccc(OCc2nc(-c3ccc(Br)o3)no2)c1,i,-22,35
# (continued)
SMILES,CHT allo act,OX1R antag-1,OX1R antag-2
CCOC(=O)N1CCN(C(=O)CCNS(=O)(=O)c2ccc3c(c2)c(=O)n(C)c(=O)n3C)CC1,i,1,9
COC(=O)C(C)Sc1nc2c([nH]c3ccccc32)c(=O)n1C (centres undefined),i,-36,11
CCOCCCN1CN(Cc2ccco2)CNC1=S,i,-4,16
COc1cccc(-c2ncc3ccccc3c2COC(=O)c2cccc(Br)c2)c1,x,-23,2
Cn1c(C(O)c2ccccc2)nc(Cl)c1Cl (centres undefined),i,-3,5
CCOc1ccc(S(=O)(=O)Nc2cccc(C(=O)NCC(c3ccco3)N(C)C)c2)cc1 (centres undefined),i,-26,22
O=C(CO/N=C/c1ccccc1Cl)N1CCCc2ccccc21,i,-29,23
Cc1[nH]nc2c1C1(CCN(Cc3ccccc3)CC1)C(C#N)=C(N)O2,i,-65,41
COc1cc(C2CC(=O)Oc3cc(C)c(Cl)c(C)c32)cc(OC)c1OC (centres undefined),x,-9,3
Cc1cc(C)nc(SCc2ccc(C(=O)N/N=C3\CC(C)CC(C)(C)C3)cc2)n1 (centres undefined),i,-19,26
COc1ccc(S(=O)(=O)Nc2ccc(-n3cccc3)cc2)cc1,i,-12,9
Cc1ccc(-n2nc(C(=O)c3ccccc3)n3c(=O)c(Cc4ccccc4)nnc23)cc1,i,-21,9
Cc1occc1-c1nnc(SCC(=O)Nc2nc3ccccc3s2)o1,i,-6,23
COc1ccc(/C=C/C(=O)N2CCN(c3ccccn3)CC2)c(OC)c1OC,i,-21,2
CCCn1c(-c2ccccc2)nc2c(=O)n(C)c(=O)[nH]c21,i,-23,21
COc1c(Cl)cc(Cl)cc1C(=O)Nc1ccc(CN2CCCCC2)cc1,i,-12,20
O=C(O)c1ccccc1C(=O)N(c1ccccc1)c1ccccc1,i,1,7
CCC(C)n1c(SC(C)C#N)nc2ccccc2c1=O (centres undefined),i,-28,14
O=C(CSc1nnnn1-c1cccc2c1CCCC2)NC1CCCC1,i,-10,25
Cc1ccc(C)c(NC(=O)COC(=O)c2nc(Cl)ccc2Cl)c1,x,-34,6
CC(/C=C/c1ccc2c(c1)OCO2)=N/NC(=O)CNc1ccc(C)cc1,i,-7,24
COc1ccc(C)cc1NC(=O)CCNS(=O)(=O)c1cccc2nonc12,i,-21,71*
CCOC(=O)Cc1csc(N/N=C/c2ccccc2)n1,i,-20,11
O=C(O)CCC(C(=O)O)n1c(O)c(C2=c3ccccc3=NC2=O)sc1=S (centres undefined),i,0,150*
CCCOc1ccccc1C(=O)NC(CO)C(=O)O (centres undefined),i,-5,4
# (list continues)
SMILES,CHT allo act,OX1R antag-1,OX1R antag-2
CC1Cc2nc(SCC(=O)NCC3CCCO3)n(-c3ccc(F)cc3)c(=O)c2S1 (centres undefined),i,-30,4
O=C(NC1CCCc2ccccc21)C1CCN(c2nnc(-n3cccc3)s2)CC1 (centres undefined),i,-15,3
O=C(C1COc2ccccc2O1)N1CCOCC1 (centres undefined),i,-11,31
OC(c1cc(C(F)(F)F)nc2c(C(F)(F)F)cccc12)C1CCCCN1 (centres undefined),i,-5,1
CC(C)CNC(=S)NNC(=O)c1nn(C)cc1Cl,i,-1,14
O=C(NCc1ccccc1)C(c1c(F)cccc1Cl)N(C(=O)c1csnn1)C1CC1 (centres undefined),i,-2,6
Cc1sc2ncn(CC(=O)Nc3cccc(S(N)(=O)=O)c3)c(=O)c2c1-c1ccccc1,i,-15,21
CCn1cc(C(=O)OCc2ccc(F)cc2)c(=O)c2ccc(C)nc21,8*,-28,12

# Sorted by number of heavy atoms (descending): some entries from above
SMILES,CHT allo act,OX1R antag-1,OX1R antag-2
Cc1sc2ncn(CC(=O)Nc3cccc(S(N)(=O)=O)c3)c(=O)c2c1-c1ccccc1,i,-15,21
O=C(NCc1ccccc1)C(c1c(F)cccc1Cl)N(C(=O)c1csnn1)C1CC1 (centres undefined),i,-2,6
CC1Cc2nc(SCC(=O)NCC3CCCO3)n(-c3ccc(F)cc3)c(=O)c2S1 (centres undefined),i,-30,4
COc1ccc(/C=C/C(=O)N2CCN(c3ccccn3)CC2)c(OC)c1OC,i,-21,2
COc1ccc(C)cc1NC(=O)CCNS(=O)(=O)c1cccc2nonc12,i,-21,71*
OC(c1cc(C(F)(F)F)nc2c(C(F)(F)F)cccc12)C1CCCCN1 (centres undefined),i,-5,1
O=C(CSc1nnnn1-c1cccc2c1CCCC2)NC1CCCC1,i,-10,25
O=C(O)c1ccccc1C(=O)N(c1ccccc1)c1ccccc1,i,1,7
Cc1ccc(C)c(NC(=O)COC(=O)c2nc(Cl)ccc2Cl)c1,x,-34,6
CCCn1c(-c2ccccc2)nc2c(=O)n(C)c(=O)[nH]c21,i,-23,21
CCC(C)n1c(SC(C)C#N)nc2ccccc2c1=O (centres undefined),i,-28,14
CCCOc1ccccc1C(=O)NC(CO)C(=O)O (centres undefined),i,-5,4
CC(C)CNC(=S)NNC(=O)c1nn(C)cc1Cl,i,-1,14
